esBAF inh: blocks esBAF chromatin remodeling in mouse ES cells; hit rate 2% among 350,000; AID 602393; Bmi1-luciferase knock-in reporter, 24 h; 100% = twice the neutral-well signal; reporter increase, % at 12.5 µM; in the data active = activation above about 40%; inconclusive = no clear call, values can overlap the other calls;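 note: 0% = median of the plate's neutral control wells and 100% = double that signal; a rise in the Bmi1 reporter signal indicates esBAF inhibition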
RAD54 branch: RAD54 (human) branch migration inhibition; RAD54 Holliday junction branch migration, FAM/BHQ fluorescence; inhibition, % at 10.4 µM; hit rate 0.14% among 360,000; AID 602329;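 active = mean normalized replicate activity at least 40 and at least half of replicates scoring 40 or more; inconclusive = only one of the two criteria met; inactive = mean below 40 and under half of replicates reaching 40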;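 note: 0% = median of neutral control wells and 100% = median of positive control wells; inhibitors cause a drop in the FAM fluorescence signal; in these data hits start at about 50%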
Target sequence (Q92698 whole entry, looked up): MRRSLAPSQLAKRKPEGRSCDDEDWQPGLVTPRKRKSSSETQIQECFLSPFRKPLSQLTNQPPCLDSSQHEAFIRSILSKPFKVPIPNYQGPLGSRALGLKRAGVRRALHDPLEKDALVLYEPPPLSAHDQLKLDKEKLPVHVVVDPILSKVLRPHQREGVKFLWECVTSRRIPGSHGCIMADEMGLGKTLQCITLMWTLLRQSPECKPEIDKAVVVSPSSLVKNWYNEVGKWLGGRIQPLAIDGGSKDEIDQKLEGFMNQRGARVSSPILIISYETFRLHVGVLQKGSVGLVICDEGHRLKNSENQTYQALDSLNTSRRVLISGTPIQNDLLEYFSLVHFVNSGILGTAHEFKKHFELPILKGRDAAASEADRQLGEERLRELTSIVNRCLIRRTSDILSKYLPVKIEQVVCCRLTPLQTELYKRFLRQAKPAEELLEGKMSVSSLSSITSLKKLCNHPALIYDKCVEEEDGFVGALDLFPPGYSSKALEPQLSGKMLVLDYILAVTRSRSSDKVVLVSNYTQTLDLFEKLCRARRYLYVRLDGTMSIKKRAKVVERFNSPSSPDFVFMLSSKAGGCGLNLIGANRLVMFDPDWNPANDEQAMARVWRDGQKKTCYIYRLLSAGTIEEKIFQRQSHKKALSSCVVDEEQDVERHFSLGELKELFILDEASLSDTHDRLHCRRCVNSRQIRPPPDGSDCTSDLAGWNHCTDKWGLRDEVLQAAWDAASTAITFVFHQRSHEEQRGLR
Active calls of the source: *; ? = inconclusive.

SMILES	esBAF inh	RAD54 branch
COc1ccc(/C=C(/C#N)C(=O)Nc2cc(C)ccc2C)cc1C(=O)O	-6	-2
O=C(Nc1nn(Cc2ccc(Cl)cc2)cc1Br)c1ccc(COc2ccccc2Cl)o1	3	-2
COc1ccc(NC(=O)C2C3C=CC(C3)C2C(=O)NCc2ccco2)c(OC)c1 (centres undefined)	8	2
Cn1c(=O)[nH]c(=O)c2c1nc(N1CCCCCC1)n2CCSc1nc2ccccc2[nH]1	-36	-1
O=S(=O)(c1ccc(Nc2ccc3c(c2)OCO3)nc1)N1CCOCC1	2	6
Cc1c(NC(=O)c2cc3nc(-c4ccc(Cl)cc4)cc(C(F)(F)F)n3n2)c(=O)n(-c2ccccc2)n1C	-1	-5
CCSc1nc2ccccc2n1CC(=O)OC	-8	6
COC(=O)CN1C(=O)C2(C(C#N)=C(N)Oc3n[nH]c(-c4cccs4)c32)c2ccccc21 (centres undefined)	-4	13
Cc1nnc(Nc2ccc(Cl)cc2)n(N)c1=O	-3	2
O=S(=O)(NC1CCCCC1)c1cccc(-c2nnc(-c3ccccc3)o2)c1	-1	0
CCOc1ccc(NC(=O)Nc2nnc(CC)s2)cc1	17	7
COc1cc(C(=O)NCCOc2cccc(C)c2)c(Br)c(OC)c1OC	-4	-2
Cc1cc(N2CCN(Cc3ccccc3)CC2)n2nc(C)c(-c3ccccc3)c2n1	-1	9
NC(CC(=O)OC1CCCCC1)C(=O)OC1CCCCC1 (centres undefined)	9	-5
O=S(=O)(Nc1ccc(S(=O)(=O)N2CCCCC2)cc1)c1ccc(Br)s1	-7	6
O=C(O)c1oc2ccc(Br)cc2c1-n1cccc1	-8	1
O=C(O)C1CC=CCC1C(=O)Nc1cccc(C(=O)N2CCCCC2)c1 (centres undefined)	-7	3
CCOC(=O)c1ccc(Nc2nc(C)cc(C)c2C#N)cc1	1	-6
Cc1cccc(C)c1NC(=O)NC1(C(=O)NCCCN2CCOCC2)CCCCC1	-7	1
CN(CCO)Cc1csc2ccc(Br)cc12	-1	3
CCCOc1ccc(/C(O)=C2\C(=O)C(=O)N(CCCOC)C23C(=O)N(C)c2ccccc23)cc1 (centres undefined)	-10	-11
O=C(NC1CSC/C1=N\O)c1ccccc1 (centres undefined)	-3	-5
COc1ccc(C)cc1S(=O)(=O)N(CC(=O)N1CCCC1)c1ccccc1	-5	10
CC(=O)Nc1ccc(S(=O)(=O)NC2(C(F)(F)F)NC(=O)N(C3CCCCC3)C2=O)cc1 (centres undefined)	-4	0
CC(=O)c1c(O)cc(=O)n(-c2ccccc2)c1-c1cccc2ccccc12	0	0
Cc1cc(C(=O)OCC(=O)NCCc2ccccc2)c(C)o1	-11	-9
O=C(c1cc(-c2ccc3c(c2)OCO3)on1)N1CCOCC1	-71	3
CC(=O)OC(C(=O)NC1CCCCC1)c1ccc(C)cc1 (centres undefined)	5	16
Cc1c(Cl)cccc1-c1ccc(C(=O)N2CCN(c3ccc([N+](=O)[O-])cc3)CC2)o1	6	-3
CC1CCOC2(O1)C(=O)N(CN1CCN(c3cccc(Cl)c3)CC1)c1ccccc12 (centres undefined)	-8	0
S=c1nc(-c2ccccc2)n(CCN2CCOCC2)c2c1CCCC2	0	18
CN1CCN(C(=O)c2ccccc2NC(=O)c2cccs2)CC1	4	-1
CCn1nc(NS(=O)(=O)c2cccc3nonc23)c2cc3ccc(C)cc3nc21	0	-4
CC(C)CNS(=O)(=O)c1ccc(CCC(=O)O)cc1	-2	-2
Cc1ccc(-n2c(CSc3nc(C)cc(C)n3)nnc2SCC(=O)NCc2ccco2)cc1	-5	2
O=C(c1ncc[nH]1)c1ccco1	1	-9
Cc1cc2nc(C)n(CCCNC(=O)Nc3ccc(F)cc3)c2cc1C	-6	-13
CCOCCn1c(N2CCN(c3ccccc3)CC2)nc2c1c(=O)n(C)c(=O)n2C	2	12
COc1ccc(C(=O)Nc2c(Cl)cc(Cl)cc2C(=O)NCc2ccco2)cc1	-5	2
CCOC(=O)c1cc(C)sc1NC(=O)CCC(=O)O	-2	12

Part of the list above, with values under each structure:
Below each SMILES – esBAF inh | RAD54 branch
- CCOCCn1c(N2CCN(c3ccccc3)CC2)nc2c1c(=O)n(C)c(=O)n2C
  2 | 12
- S=c1nc(-c2ccccc2)n(CCN2CCOCC2)c2c1CCCC2
  0 | 18
- CCOC(=O)c1cc(C)sc1NC(=O)CCC(=O)O
  -2 | 12
- CCn1nc(NS(=O)(=O)c2cccc3nonc23)c2cc3ccc(C)cc3nc21
  0 | -4
- CC(C)CNS(=O)(=O)c1ccc(CCC(=O)O)cc1
  -2 | -2
- COc1ccc(C(=O)Nc2c(Cl)cc(Cl)cc2C(=O)NCc2ccco2)cc1
  -5 | 2
- Cc1ccc(-n2c(CSc3nc(C)cc(C)n3)nnc2SCC(=O)NCc2ccco2)cc1
  -5 | 2

The results go on:
SMILES	esBAF inh	RAD54 branch
COc1cccc2cc(C(=O)Nc3cccc(C)n3)c(=O)oc12	30	0
CC(C)COC(=O)Nc1nnc(SCc2ccccc2F)s1	5	-4
COc1ccc(C2C(C(=O)Nc3ccccc3)=C(C)Nc3nc(CCCO)nn32)cc1 (centres undefined)	-4	1
Cc1n[nH]c(C)c1N1C(=O)c2cccc3c(Br)ccc(c23)C1=O	-3	-1
COC(=O)C1=C(C)NC(=O)/C1=C\c1ccc2c(c1)OCO2	3	-7
COCCNC(=O)c1ccc2snnc2c1	-4	-3
O=C(CCCc1cccs1)Nc1nc2c(s1)CCCC2	53*	-34
N/C(=N\c1nc2ccccc2o1)NC(=O)c1ccc(F)cc1	22	3
NC(=O)c1cc(-c2ccccc2)nc(N2CCCCCC2)n1	-11	-5
O=C(O)c1cccc(S(=O)(=O)N2CCSCC2)c1	0	5
CCN(CC)C(=O)CSc1nc(-c2ccco2)cc(C(F)(F)F)c1C#N	2	-1
Cc1nc2ccc(S(=O)(=O)NCC(=O)N3CCN(c4ccccc4)CC3)cc2s1	4	5
Cc1nn(CC(=O)O)c(C)c1Cl	5	-7
Fc1ccc(-c2nc3ccncc3[nH]2)cc1	24	-7
CC(C)n1nnnc1SCC(=O)N1CCOCC1	-2	-18
Cn1cnnc1SCC(=O)Nc1cccc(S(=O)(=O)N2CCCCCC2)c1	1	0
O=C(O)CCCC(=O)Nc1ccn(-c2ccccc2)n1	11	-2
O=C(CCNS(=O)(=O)c1cccc2nsnc12)N1CC(=O)N(CCc2ccccc2)C(=O)C1	-2	-8
COC(=O)c1ccc(COC(=O)c2ccc(-n3cnnn3)cc2)o1	0	-2
COc1cccc(-c2nnc(SCC(=O)OC(C)C)n2Cc2ccco2)c1	-2	-15
COc1ccc(C(c2nnnn2Cc2cccs2)N2CCN(c3ccccc3)CC2)cc1OC (centres undefined)	-8	8
C=CCOc1c(Br)cc(CNn2nnnc2N)cc1OC	7	6
COc1cc2c(cc1OC)CN(C(=O)c1cc(=O)c3ccccc3o1)CC2	-1	2
CCN1CCN(C(=O)CN(c2ccc(C)cc2)S(C)(=O)=O)CC1	2	-1
Cc1ccc(C)c(NC(=O)CN2C(=O)CNC2=O)c1	1	-1
CCc1cccc(C)c1NC(=O)C1=C(C(=O)O)CCCC1	-8	-11
CSc1ccccc1NC(=O)CSc1nnnn1-c1ccccc1SC	13	7
Cc1ccc2nc3c(cc2c1)c(NC(=O)c1cccnc1)nn3C	0	-10
Cc1c(/C=C/C(=O)c2ccc(Cl)s2)cnn1C	?	-16
O=C(Cn1c(=O)n(-c2cccc(Cl)c2)c(=O)n1CC(=O)N1CCCCC1)N1CCCCC1	-1	-3
CCOC(=O)c1c(C)nc2c(C)cccn12	-2	-6
CC1CCC/C(=N\NC(=S)NCc2ccccc2)C1 (centres undefined)	-4	2
Cc1cc(-c2ccccc2)nc(N2CCC(C(=O)NC(C)C)CC2)n1	23	-5
CC1CCCCN1S(=O)(=O)c1ccc(S(=O)(=O)N2CCN(c3ccc(F)cc3)CC2)cc1 (centres undefined)	-11	-1
CC(Sc1nnnn1C)C(=O)Nc1ccc(Oc2ccccc2)cc1 (centres undefined)	17	-3
CCN(CC)P1(=O)OC(c2cc(OC)c(OC)c(OC)c2)=Nc2c1c(C)nn2-c1ccccc1 (centres undefined)	-3	1
O=C(COC(=O)C1COc2ccccc2O1)NC(=O)NC1CCCCC1 (centres undefined)	-10	0
Cc1ccccc1C(=O)c1c[nH]c(C(N)=O)c1	-6	-3
O=C(CN(CCN1CCOCC1)C(=O)Cn1nnc(-c2ccc(F)cc2)n1)NC1CCCCC1	2	-2
Fc1ccc2c(c1)C(c1ccncc1)=NNC(c1ccc(Cl)cc1)=N2	11	3
CCOC(=O)c1[nH]c2ccc(OC)cc2c1NS(=O)(=O)c1ccc(OC)cc1OC	4	-24
O=c1[nH][nH]c(C(F)(F)F)c1C=NCc1ccc(Cl)cc1	-5	-3
CCOC(=O)C(C(=O)NCCCN1CCOCC1)C1CCCCC1 (centres undefined)	6	1
Cc1nn(-c2ccccc2)c(Oc2ccc(F)cc2)c1/C=N/n1cnnc1	-9	-7
C=CCNC(=O)C12CC3(C)CC(C)(CC(C)(C3)C1)C2	5	13
Cc1cc(C)n(-c2ccc(C(=O)Oc3ccc4c(c3)OCO4)cc2)n1	-9	-2
COc1cc2c(cc1OC)C(C(=O)Nc1ccc3c(c1)OCCO3)C(c1cccnc1)N(C)C2=O (centres undefined)	-12	10
COc1cc2c(=O)n(CCCN3CCOCC3)c(=S)[nH]c2c(OC)c1OC	-3	31
O=C1OCC(Cn2c3ccccc3c3ccccc32)O1 (centres undefined)	-12	-2
CCOC(=O)N1CCN(Cc2cc(=O)oc3ccc(Cl)cc23)CC1	0	4
Going on with the list:
SMILES	esBAF inh	RAD54 branch
Cc1onc(-c2ccccc2Cl)c1C(=O)N1CCN(c2nc3ccccc3s2)CC1	-4	-19
Cc1cc(C)cc(-n2c(C)cc(C=C(C#N)C#N)c2C)c1	3	-3
COc1ccc(CC(=O)Nc2c3c(nn2-c2cccc(C)c2C)CS(=O)C3)cc1 (centres undefined)	-8	10
COc1ccc2sc(NC(C)=O)nc2c1	27	8
COCCOc1nc2ccccc2nc1C	1	-15
O=C(CSc1cccc(C(F)(F)F)c1)NC(=O)NCc1ccco1	-4	-8
Cc1cc(=O)[nH]c(SCc2cc(Cl)ccc2OC(F)F)n1	2	-8
COc1ccccc1OC(C)C(=O)N(Cc1ccco1)C1CCS(=O)(=O)C1 (centres undefined)	1	-7
CCNC(=O)c1nc[nH]c1C(=O)NCC	0	0
Cn1c(N)c(C(=O)c2cc(-c3ccccn3)nc3ccccc23)c(=O)[nH]c1=O	-1	7

The list goes on; the last 3 above are carried over.
SMILES	esBAF inh	RAD54 branch
COc1ccccc1OC(C)C(=O)N(Cc1ccco1)C1CCS(=O)(=O)C1 (centres undefined)	1	-7
CCNC(=O)c1nc[nH]c1C(=O)NCC	0	0
Cn1c(N)c(C(=O)c2cc(-c3ccccn3)nc3ccccc23)c(=O)[nH]c1=O	-1	7
COCc1nnc(NC(=O)CSc2ccccc2)s1	-3	-1
O=C(Cn1c2ccccc2c2nc3n(c(=O)c21)CCS3)N1CCCC1	1	7
Cc1ccc(-n2c(C)cc(C(=O)CSc3n[nH]c(N)n3)c2C)cc1	11	4
N#Cc1cccc(NC(=O)CN2NS(=O)(=O)c3ccccc3C2=O)c1	-4	7
C=CCNC(=O)c1cc(Cl)ccc1Cl	-3	-9
Cc1csc(NC(=O)c2cccc(S(=O)(=O)N3CCCCC3)c2)n1	-2	-8
CC(C)n1c(SCC(=O)N2c3ccccc3Sc3ccccc32)nc2c1c(=O)n(C)c(=O)n2C	16	-5
CCCCn1c(NC(=O)c2ccccc2Cl)c(C#N)c2nc3ccccc3nc21	-20	7
COC(=O)c1[nH]nc2c1C(=O)N(Cc1ccccc1)C2=O	1	-8
Cc1ccc(N2C(=O)CSC2c2cccs2)cc1 (centres undefined)	5	-1
O=C(CSc1ccccn1)Nc1nncs1	5	-17
CN(C)c1nc(N)nc(CSc2nnnn2-c2ccc(C(=O)O)cc2)n1	3	7
CCC(NC(=O)Nc1ncccc1C)(C(F)(F)F)C(F)(F)F	-1	-8
Cn1c(=O)oc2cc(S(=O)(=O)N3CCC(N4CCCCC4)CC3)ccc21	1	-3
CN(c1ccccc1)S(=O)(=O)c1ccc(C(=O)NCC2CCCO2)cc1 (centres undefined)	2	-4
CCc1nc2ccccc2n(CCOCCOCCn2c(=O)c(CC)nc3ccccc32)c1=O	4	-8
c1ccc(OCc2nn3c(-c4n[nH]c5c4CCC5)nnc3s2)cc1	-4	-6
CCN(CC)C(=O)CN(c1ccc(Cl)cc1)S(=O)(=O)c1ccccc1	13	3
Cc1cc(C)c2nc(C(F)(F)F)nc(NCCCN3CCOCC3)c2c1	-6	8
COc1ccc(-n2c(C)c([N+](=O)[O-])c3ccc(O)c(CN4CCCCC4)c32)cc1	-6	4
O=C(Nc1nnc(C(F)(F)F)s1)C1COc2ccccc2O1 (centres undefined)	18	8
O=C(Nc1ccc(Cc2ccncc2)cc1)C1CCC(N2C(=O)C3C4C=CC(C5CC45)C3C2=O)CC1 (centres undefined)	7	-3
c1ccc(Cn2nnnc2C(c2cccnc2)N2CCN(c3ccccc3)CC2)cc1 (centres undefined)	-4	2
Cc1cc(=O)[nH]c(SCCCOc2ccc3c(c2)CCC3)n1	5	20
COC(=O)c1cn(C(C)C(=O)NCc2ccco2)c2ccccc12 (centres undefined)	6	-2
CCOC(=O)c1nnc2c(Br)c(-c3ccccc3)nn2c1C	-2	-7
COc1ccc(NC(=O)c2ccc(S(=O)(=O)N3CCOCC3)cc2)c(OC)c1	-10	-4
Cc1cc(C)c2nc(N3CCC(C(=O)N4CCN(c5ncccn5)CC4)CC3)sc2c1	1	-14
Cc1ccc(OCCOCCn2ccnc2)c(Br)c1	12	0

Screening results deposited in PubChem by Broad Institute.

Only part of the results is shown (hit frequency here may not be typical).
